T cell HTS: modulators of CD8 T cell-vesicle binding, primary screen, mouse 2C CD8+ T cells, flow cytometry; calls only at 7 µM; 2C CD8+ T cell-vesicle binding; active compounds read low; 330,000 tested, 0.068% active;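 active = response, share of CD8 T cells binding vesicles, and their 90th percentile fluorescence all below set limits, cut at about 80% in these data, passing the limit was not always enough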
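Test system: purified 2C TCR transgenic mouse naive CD8+ T cells. Probe or stimulus: QL9-peptide-loaded Drosophila micro-vesicles bearing Ld, ICAM-1 and B7-1. Incubation: binding step 1.5 h, 37 °C, antibody labelling 20 min, ice. Measured by: flow cytometry of vesicle-bound cells.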
T cell HTS vesicle-bound %: second read-out of T cell HTS, no call of its own (marks repeat the call); double positive events, %; measured here: CD8+ vesicle-bound cell fraction;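 binding gate set so that unloaded-vesicle control wells show 10% double positive cells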
* = called active by the depositor; i = inactive; & = joins results of further samples. The list is partial; count on the stated rates, not on these rows.

SMILES	T cell HTS	T cell HTS vesicle-bound %
CN(CCC1CCCCO1)C(=O)CCc1nnc(CCc2ccccc2)o1 (stereo unspecified)	i	14
CC1CCCCC1NC(=O)C1CCCN(S(=O)(=O)c2ccc(-n3cnnn3)cc2)C1 (stereo unspecified)	i	27
COc1ccc(C2=CC(=O)C[C@H](c3ccc(F)cc3)C2)c(OC)c1	i	11
CCc1nn(C(C)C(=O)NCCc2ccccc2)c(=O)c2cc3occc3n12 (stereo unspecified)	i	7
O=C(NCc1ccccc1Cl)c1cc2c(s1)CS(=O)(=O)C2	i	37
CC(NC(=O)c1ccco1)c1nc(-c2ccccc2)no1 (stereo unspecified)	i	36
C[n+]1ccccc1Nc1cc([N+](=O)[O-])ccc1N	i	8
CCC(CC)NC(=O)COn1nnc2ccc(S(=O)(=O)N3CCOCC3)cc21	i	24
CC(C(=O)N1CCCCCC1)N(c1ccc(Cl)cc1)S(C)(=O)=O (stereo unspecified)	i	63
CC(=O)Oc1ccc(-c2ccc(C(=O)OCC(=O)N(C)CC(=O)Nc3ccccc3Cl)cc2)cc1	i	66

The listing continues.
SMILES	T cell HTS	T cell HTS vesicle-bound %
COc1ccc(NC(=O)CN(C)C(=O)CNC(=O)c2ccc3c(c2)OCO3)cc1	i	36
CCOC(=O)C(C)C(C)=O (stereo unspecified)	i	41
COc1ccccc1CNS(=O)(=O)CC12CCC(CC1=O)C2(C)C (stereo unspecified)	i	48
Cc1cc2c(NCc3ccccc3)ncnc2s1	i	11
Cc1ccc(S(=O)(=O)N(Cc2ccc(F)cc2)C(=O)N2CCN(C)CC2)cc1	i	57
Cc1ccc(S(=O)(=O)N2CCN(C(=O)C(C)Cn3nc(C)c(C)c3C)CC2)cc1 (stereo unspecified)	i	50
CC(C)c1ccc(NC(=O)CCC(=O)NCc2ccco2)cc1	i	35
CCCc1nnc(NC(=O)CCC(=O)N2CCCCC2)s1	i	3
C=CCNC(=O)c1oc2ccc(S(=O)(=O)N3CCCCC3)cc2c1C	i	28
CCCCn1c(N)c(N(CC(C)C)C(=O)C2=NN(c3cc(C)ccc3C)C(=O)CC2)c(=O)[nH]c1=O	i	17

The results go on.
SMILES	T cell HTS	T cell HTS vesicle-bound %
CCN(CC(=O)Nc1c(F)cccc1F)C(=O)CCCc1nc2ccccc2c(=O)[nH]1	i	27
O=C(Nc1ccc(NC(=O)c2cccs2)cc1)c1ccccc1	i	38
O=S(=O)(NC1CCCCC1N1CCC(O)CC1)c1ccccc1 (stereo unspecified)	i	22
C[C@@H]1C[C@H]2[C@@H]3CCC4=CC(=O)C=C[C@]4(C)[C@@]3(F)[C@@H](O)C[C@]2(C)[C@@]1(O)C(=O)CO	i	64&30
Cc1cc(C(=O)Nc2ccc(Br)cn2)sc1C	i	25
Cc1cccc2cc(CN(CC(C)C)S(=O)(=O)c3ccccc3)c(=O)[nH]c12	i	44
CCCn1c(N)c(N(CCOC)C(=O)COC(=O)CSc2cc(C)c3ccccc3n2)c(=O)[nH]c1=O	i	33
COc1ccc(C2C(C(=O)c3ccco3)=C(O)C(=O)N2CC2CCCO2)cc1OC (stereo unspecified)	i	51
O=S1(=O)CCOC[C@H](CC2CCCCC2)N1Cc1ccc(Cl)cc1	i	29
CCN1CCN(C(=O)CCN2C(=O)c3ccccc3S2(=O)=O)CC1	i	61

(further entries)
SMILES	T cell HTS	T cell HTS vesicle-bound %
COc1ccc(S(=O)(=O)N(C)C[C@H]2Oc3ccc(NS(=O)(=O)c4ccccc4)cc3C(=O)N([C@H](C)CO)C[C@@H]2C)cc1	i	1
CC(C)Cc1nnc(NC(=O)CCNC(=O)c2ccco2)s1	i	18
O=C(NCCc1ccc(Cl)cc1)c1ccc2c(c1)OCCO2	i	24
Cc1ccc(NC(=O)c2ccc(C(=O)c3ccccc3)cc2)nc1	i	42
CCC(C(=O)NCC1CCCO1)N(C(=O)c1snc(C(N)=O)c1N)c1ccc(Cl)cc1 (stereo unspecified)	i	20
COc1ccc(OC)c(NC(=O)Cc2cccs2)c1	i	45
COc1ccc(-c2csc(NC(=O)c3cc(C)oc3C)n2)cc1OC	i	62
Cc1cccc(C(=O)N[C@@H](C)C(=O)N2CCN(c3ncccn3)CC2)c1	i	38
C/C(Cn1ncc(N2CCOCC2)c(Cl)c1=O)=N\O	i	60
CC(C)c1nnc(NC(=O)c2nc(S(=O)(=O)Cc3ccccc3F)ncc2Cl)s1	i	4

(more compounds)
SMILES	T cell HTS	T cell HTS vesicle-bound %
O=C(CCc1ccccc1)Nc1ccnn1C1CCN(C/C=C/c2ccccc2)CC1	i	20
CCOCCCn1c(SCC(=O)N2CCOCC2)nc2ccccc2c1=O	i	40
O=C(c1ccc2c(c1)OCO2)N1CCN(S(=O)(=O)c2ccc(Cl)cc2)CC1	i	10
Cc1c(NS(=O)(=O)c2ccc(N)cc2)c(=O)n(-c2ccccc2)n1C	i	57
COc1ccc(N2CCN(C(=O)COC(=O)CCOc3ccc(C)cc3)CC2)cc1	i	55
COc1cccc(N2CCN(C(=O)CCCCCn3c(=S)[nH]c4cc5c(cc4c3=O)OCO5)CC2)c1	i	18
CCc1noc(C)c1C(=O)N(Cc1ccccc1)c1c(N)n(CCOC)c(=O)[nH]c1=O	i	29
COCCN(C(=O)COC(=O)CNC(=O)c1cccs1)c1c(N)n(Cc2ccccc2)c(=O)[nH]c1=O	i	27
Cc1cc(NC(=O)CSCC(=O)OCC(=O)Nc2cc(C)c(C)cc2[N+](=O)[O-])no1	i	17
Cc1ccc(S(=O)(=O)NCc2ccccc2)cc1C(=O)NC1CCCCC1	i	51

A portion taken from the entries so far:
SMILES	T cell HTS	T cell HTS vesicle-bound %
CCOCCCn1c(SCC(=O)N2CCOCC2)nc2ccccc2c1=O	i	40
O=C(c1ccc2c(c1)OCO2)N1CCN(S(=O)(=O)c2ccc(Cl)cc2)CC1	i	10
Cc1c(NS(=O)(=O)c2ccc(N)cc2)c(=O)n(-c2ccccc2)n1C	i	57

(next part)
SMILES	T cell HTS	T cell HTS vesicle-bound %
COc1ccc(Nc2nc3ccccc3n3cnnc23)cc1Cl	i	35
CN(c1ccccc1)S(=O)(=O)c1ccc(NC(=O)c2nc(S(C)(=O)=O)ncc2Cl)cc1	i	6
CC1CCN(C2=NC(=O)/C(=C/c3cccc(O)c3)S2)CC1	i	31
O=C(c1ccc(Cl)c(S(=O)(=O)N2CCOCC2)c1)N1CCCC1	i	25
O=NN1CCN(c2ccncc2S(=O)(=O)N2CCCCC2)CC1	i	36
CCc1ccc(C(=O)NNC(=O)CN2C(=O)NC(CC)(c3ccccc3)C2=O)cc1 (stereo unspecified)	i	32
COc1ccc(NS(=O)(=O)c2cccc(C(=O)NNC(=O)c3ccc(NC(C)=O)cc3)c2)cc1	i	55
CCn1cc(C(=O)NCCCN(CC(C)C)CC(C)C)c(=O)c2cc(S(=O)(=O)N3CCOCC3)ccc21	i	18
CC(C(=O)O)c1ccc(C(=O)c2ccccc2)s1 (stereo unspecified)	i	43
C/C(=C\c1ccccc1F)C1Nc2cccc3cccc(c23)N1	i	37

Remaining list, next part
The line under a structure holds: T cell HTS	T cell HTS vesicle-bound %
CC1CN(S(=O)(=O)c2ccc(C(=O)N3c4ccccc4CC3C)cc2)CC(C)O1 (stereo unspecified)
  i	32
Cc1cccc(C(=O)OCC(=O)Nc2c(C)n(C)n(-c3ccccc3)c2=O)c1
  i	46
Cc1ccc(C)c(NC(=O)CN(C)C(=O)Cc2ccc(Cl)cc2Cl)c1
  i	15
CN1CCN(Cc2coc3c(Cl)cc(Cl)cc3c2=O)CC1
  i	26
COc1cccc(N2CCN(S(=O)(=O)c3ccc(-n4cnnn4)cc3)CC2)c1
  i	12
O=C(c1ccco1)N1CCN(Cc2nc3ccccc3[nH]2)CC1
  i	52
CCN1CCN(CCCNC(=O)c2cc3c(=O)oc4ccc(C)cc4c3s2)CC1
  i	8
O=C(Nc1cc(C(F)(F)F)ccc1N1CCOCC1)c1cnccn1
  i	25
O=C(Nc1cc(Br)ccc1O)C1CC(c2ccccc2Cl)=NO1 (stereo unspecified)
  i	52
O=S(=O)(NC1CC1)c1ccc(F)c(F)c1
  i	37
COc1ccc(S(=O)(=O)N(C)C[C@H]2Oc3ccc(NC(=O)Nc4c(C)noc4C)cc3C(=O)N([C@H](C)CO)C[C@@H]2C)cc1
  i	8
Cc1ccc(NC(=O)c2ccc(NS(=O)(=O)c3ccc4[nH]c(=O)[nH]c4c3)cc2)nc1
  i	15
CC(OC(=O)CC1CCCCC1)C(=O)Nc1ccc(F)cc1 (stereo unspecified)
  i	32
Clc1cccc(CN2CCc3c([nH]c4ccccc34)C2)c1
  i	62
O=C(COC(=O)c1ccccc1[N+](=O)[O-])Nc1cccnc1Cl
  i	33

Going on with the list:
The line under a structure holds: T cell HTS	T cell HTS vesicle-bound %
CCOc1ccc(CNC(=O)CCC(=O)N2Cc3cccc(OC)c3Oc3ncccc32)cc1
  i	46
CC(C)CC(NC(=O)C1CCCN1C(=O)CNC(=O)OCc1ccccc1)C(=O)O (stereo unspecified)
  i	23
CC1(C)Cc2c(sc(NC(=O)Nc3ccccc3)c2C(N)=O)CO1
  i	41
O=S(=O)(c1ccc(Cl)cc1)N1CCCc2ccccc21
  i	12
O=C(CSc1nc(=O)n(CCCN2CCOCC2)c2c1CCC2)Nc1cccc(F)c1
  i	28
COC(=O)c1ccc(OC)c(Cn2c(=O)n(C)c(=O)c3sccc32)c1
  i	36
Cc1c(Cl)c([N+](=O)[O-])nn1CC(=O)N1CCN(C23CC4CC(CC(C4)C2)C3)CC1
  i	14
CCN(c1cccc(C)c1)S(=O)(=O)c1c(C)[nH]c(C)c1C(=O)N1CCCCC1
  i	10
COc1ccc(Cn2ccnc2SCC(=O)Nc2nnc(C)s2)cc1
  i	11
COc1cccc(N(CC(=O)NC2CCCCC2)C(=O)CCCC(=O)Nc2ccccn2)c1
  i	58
O=C(COc1ccc(S(=O)(=O)N2CCOCC2)cc1)NCCN1CCOCC1
  i	18
CSc1ccccc1NC(=O)c1cc(-c2ccc3c(c2)OCO3)on1
  i	28
CCOC(=O)N1CCN(C(=O)CNC(=O)c2nn(-c3ccc(OC)cc3OC)c(=O)c3ccccc23)CC1
  i	18
Cc1cnc(CN(C)C(=O)c2ccc3oc(Cc4ccccc4)nc3c2)[nH]1
  i	21
COc1ccc(-c2cc(C(=O)NCCN3CCOCC3)c3cc(C(C)C)ccc3n2)cc1
  i	10

Additional results follow.
The line under a structure holds: T cell HTS	T cell HTS vesicle-bound %
COc1ccc(CCN2CC(C(=O)N(C)Cc3cccnc3)CC2=O)cc1OC (stereo unspecified)
  i	41
O=C(Nc1ccc(NS(=O)(=O)c2ccccc2)cc1)c1ccc(Cl)cc1
  i	3
CCn1c(CNC(=O)c2cccc(C)c2)nnc1SCC(=O)NC1=NCCS1
  i	40
COc1ccc(CCNC(=O)CCS(=O)(=O)c2ccc3c(c2)NC(=O)CS3)cc1OC
  i	14
CCCCN1C(=O)C2(OCCCO2)c2cccc(C)c21
  i	54
Cc1nc(Nc2cnc(/C=C/c3cc(C(=O)Nc4cccc(C(F)(F)F)c4)ccc3C)cn2)cc(N2CCNCC2)n1
  i	9
CC(C)Oc1ccc(S(=O)(=O)N2CCOCC2)cc1NC(=O)C1=COCCO1
  i	42
O=C(O)C(F)=C(c1ccccc1)c1ccccc1
  i	39
Cc1ccc(C)c(NC(=O)c2ccc(S(=O)(=O)N(C)CC3CCCO3)cc2)c1 (stereo unspecified)
  i	34
CCn1cc(C(=O)Nc2ccc(Cl)cc2Cl)cn1
  i	30
O=C(O)CCc1ccc(-c2ccccc2)n1-c1cccc(C(=O)O)c1
  i	4
COc1ccc(NC(=O)Nc2cccc3c2O[C@H](CN(C)S(=O)(=O)c2cn(C)cn2)[C@@H](C)CN([C@H](C)CO)C3=O)cc1
  i	12
CC1CC1C(=O)OCC(=O)Nc1ncc(Cl)cc1Cl (stereo unspecified)
  i	26
COc1ccccc1NC(=O)C1CCN(S(=O)(=O)c2ccc3c(c2)NC(=O)C(C)S3)CC1 (stereo unspecified)
  i	35
COC(=O)c1ccc(OCC(O)CNCC(c2ccc(OC)cc2)N(C)C)c(OC)c1 (stereo unspecified)
  i	33

Single records (already shown).
`COC(=O)c1ccc(OCC(O)CNCC(c2ccc(OC)cc2)N(C)C)c(OC)c1` (stereo unspecified) in the list: T cell HTS = i; T cell HTS vesicle-bound % = 33
`COc1ccc(NC(=O)Nc2cccc3c2O[C@H](CN(C)S(=O)(=O)c2cn(C)cn2)[C@@H](C)CN([C@H](C)CO)C3=O)cc1` in the list: T cell HTS = i; T cell HTS vesicle-bound % = 12

In another format: results already given.
COc1ccc(CCNC(=O)CCS(=O)(=O)c2ccc3c(c2)NC(=O)CS3)cc1OC
  T cell HTS: i | T cell HTS vesicle-bound %: 14

CCCCN1C(=O)C2(OCCCO2)c2cccc(C)c21
  T cell HTS: i | T cell HTS vesicle-bound %: 54

Next entries follow:
The line under a structure holds: T cell HTS	T cell HTS vesicle-bound %
C=C1C[C@@]23CCC4[C@@](C)(CCC[C@@]4(C)C(=O)O)C2CC[C@]1(O)C3 (stereo partly specified)
  i	40
CCOc1cccc2sc(N(CCCN(C)C)C(=O)c3ccc(C(=O)c4ccccc4)cc3)nc12
  i	57
O=C1OC(N2C(=O)CC[C@H]2C(=O)NCC2CCCO2)c2ccccc21 (stereo partly specified)
  i	39
Cc1ccc(-c2nc(CN3CCN(C(=O)C4CCCO4)CC3)cs2)cc1 (stereo unspecified)
  i	12
COc1ccc(NC(=O)CCCc2ccccc2)c(OC)c1
  i	49

Screening data deposited in PubChem by NMMLSC.
